# EP2 modulator: modulates human prostaglandin E2 receptor EP2 signaling; P43116; EP2-expressing cells, cAMP HTRF FRET, PGE2 co-stimulation; induction, % at 25 µM; 260,000 compounds, 0.83% hits; AID 940;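 active = compounds whose cAMP rise, as percent of the full-agonist control response, exceeds 60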;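 also: rat C6 glioma line stably carrying human EP2 under a CMV promoter; the protocol text gives 20 µM as final concentration; 100% = response of wells given 1 µM PGE2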
# S1P4 antagonist: human S1P4 receptor antagonism; S1P4-expressing cells, antagonist mode, reporter read-out; inhibition, % at 4.98 µM; 220,000 compounds, 0.26% hits; in the data active = inhibition above about 29%;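 also: 0% = wells stimulated with agonist and 100% = vehicle wells without agonist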
# Target sequence (O95977 whole entry, looked up): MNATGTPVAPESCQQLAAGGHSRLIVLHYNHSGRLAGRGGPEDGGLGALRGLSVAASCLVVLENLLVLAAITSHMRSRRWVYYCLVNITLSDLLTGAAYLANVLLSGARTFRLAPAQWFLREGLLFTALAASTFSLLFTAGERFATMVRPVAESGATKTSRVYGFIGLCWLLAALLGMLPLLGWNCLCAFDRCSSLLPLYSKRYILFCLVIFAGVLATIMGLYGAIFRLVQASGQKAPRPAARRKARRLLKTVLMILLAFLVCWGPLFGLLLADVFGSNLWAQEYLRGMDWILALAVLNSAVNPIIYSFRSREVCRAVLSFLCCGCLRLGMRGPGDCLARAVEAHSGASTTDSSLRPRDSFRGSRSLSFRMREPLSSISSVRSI
# m-calpain inh: inhibitors of pig calpain II | purified calpain II, fluorogenic peptide substrate, 30 min | AID 1236 | 220,000 compounds, 0.37% hits | inhibition, % at 16 µM;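 active = inhibition above about 50%, limit read from the data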
# Ba/F3 V617F tox: reduce viability of Ba/F3 cells dependent on JAK2V617F; Ba/F3 EpoR-JAK2V617F viability, ATP luminescence; inhibition, % at 5.6 µM; 220,000 compounds, 1.1% hits; AID 1446;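 active = inhibition above the campaign mean plus 3 SD over all tested compounds, cut at about 24% in these data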;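 also: cytokine-independent growth of Ba/F3 cells driven by EpoR plus mutant JAK2; 0% = DMSO-treated cells and 100% = JAK inhibitor I control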
# S1P4 ag: activates the human S1P4 receptor; O95977; S1P4-expressing cell line, agonist reporter assay; activation, % at 4.98 µM; 220,000 compounds, 0.35% hits; in the data active = activation above about 11%;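 also: 0% = DMSO vehicle and 100% = reference agonist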
# TRPML3 ag: activates the human TRPML3 channel. Q8TDD5. HEK293 TRPML3-YFP, Fluo-8 calcium fluorescence; 100% = the carbachol control signal. activation, % at 3 µM. 220,000 compounds, 0.29% hits. AID 1448;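 active = activation above its plate's cutoff, the mean activation of the plate's test wells plus 3 SD, cut at about 12% in these data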;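 also: 0% = DMSO only wells and 100% = carbachol wells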
# Target sequence (Q8TDD5 whole entry, looked up): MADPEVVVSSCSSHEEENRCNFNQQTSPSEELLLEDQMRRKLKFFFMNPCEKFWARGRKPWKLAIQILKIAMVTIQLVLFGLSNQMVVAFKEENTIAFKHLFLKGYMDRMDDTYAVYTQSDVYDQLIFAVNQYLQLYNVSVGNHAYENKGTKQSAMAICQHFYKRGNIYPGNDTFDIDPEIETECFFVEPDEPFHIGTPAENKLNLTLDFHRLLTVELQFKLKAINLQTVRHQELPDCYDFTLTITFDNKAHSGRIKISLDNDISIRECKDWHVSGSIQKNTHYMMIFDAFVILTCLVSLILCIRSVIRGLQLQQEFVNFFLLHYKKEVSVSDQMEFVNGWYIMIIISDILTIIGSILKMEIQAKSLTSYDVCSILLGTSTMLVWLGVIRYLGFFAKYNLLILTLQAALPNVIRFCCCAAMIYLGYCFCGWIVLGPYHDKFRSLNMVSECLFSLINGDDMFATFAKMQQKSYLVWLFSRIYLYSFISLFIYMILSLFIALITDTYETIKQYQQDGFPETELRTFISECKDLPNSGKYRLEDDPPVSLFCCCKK
#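 Test system: HEK293 cells stably carrying human TRPML3-YFP; Doses: single dose, 3 µM final nominal compound, 0.3% DMSO final; Schedule: dye loading 1 h 37 °C then 30 min ambient, 125 s read; Technique: Fluo-8 calcium fluorescence; Benchmarks: high control carbachol 87 µM, low control DMSO.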
# TRPN1 ag: activates the zebrafish TRPN1 channel. HEK293 zebrafish TRPN1-YFP, Fluo-8 calcium fluorescence; 100% = response to 87 µM carbachol. activation, % at 3 µM. 220,000 compounds, 0.18% hits;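 active = activation above its plate's cutoff, the mean activation of test wells on that plate plus 3 SD, cut at about 19% in these data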;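 also: 0% = DMSO alone and 100% = 87 µM carbachol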
#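 Control set: carbachol 87 µM as high control, DMSO as low control; system: HEK293 stable line with zebrafish TRPN1-YFP; read-out: % activation versus carbachol response; detection: intracellular calcium fluorescence with Fluo-8; doses: single test compound dose, 3 µM nominal, 0.3% DMSO; schedule: dye 1 h 37 °C plus 30 min RT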
# BaF3 tox: parental Ba/F3 viability inhibition as JAK2V617F counter-screen; AID 1486; CellTiter-Glo ATP luminescence; inhibition, % at 5.6 µM; 220,000 compounds, 1.1% hits;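 active = inhibition above a per-campaign cutoff, the mean inhibition of all tested compounds plus 3 SD, cut at about 27% in these data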;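 also: 0% = DMSO wells and 100% = JAK Inhibitor I control wells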
# PERK inh: blocks human PERK kinase | 220,000 compounds, 0.17% hits | inhibition, % at 5.6 µM | CHO PERK-DD fusion, SEAP luminescence translation reporter | AID 1416;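 active = inhibition above the mean inhibition of all tested compounds plus 3 SD, set separately per screening campaign, cut at about 2.9% in these data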;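 also: PERK kinase domain activated by AP20187 dimerizer at 100 nM; 0% = DMSO with dimerizer and 100% = rapamycin at 8.4 µM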
# * hit, by the source's call; nt = not tested or not shown; & = joins results of further samples.
SMILES,EP2 modulator,S1P4 antagonist,m-calpain inh,Ba/F3 V617F tox,S1P4 ag,TRPML3 ag,TRPN1 ag,BaF3 tox,PERK inh
CCn1c(C)cc2c(c1=O)C(c1ccccc1Br)C(C#N)=C(N)O2 (stereo not given),29.8,-3.0,-12.4,0.2,-1.2,0.8,0.3,4.5,1.1
O=C(O)CCCCCNC(=O)C(=O)C1C(=O)Nc2ccccc21 (stereo not given),3.7,0.0,-10.7,-4.6,-0.2,1.2,0.9,0.2,2.3
CC(CCc1ccccc1)NC(=O)/C=C/c1ccc(F)cc1 (stereo not given),-54.6,-6.7,46.7,0.8,1.8,-0.8,-2.2,6.2,1.6
N/C(=N\OC(=O)Cc1ccccc1)c1cccc(Br)c1,-4.5,9.1,-4.7,-2.3,-1.2,0.0,0.6,-0.1,0.2
CCN=C1S/C(=C\c2cn(CC)c3ccccc23)C(=O)N1CC,32.5,-26.4,16.3,0.5,1.8,-0.2,0.1,4.6,-1.0
O=C(COc1nc2ccccc2nc1N1CCOCC1)NC1CCCCC1,19.2,-0.5,26.4,4.4,-0.1,0.6,-0.8,5.5,0.7
Cc1cc(S(=O)(=O)N2CCCOC2CNC(=O)C(=O)NCc2ccco2)ccc1F (stereo not given),-28.1,-12.6,-20.9,1.8,-1.5,0.6,0.2,7.1,-0.7
COCCNC(=O)C(c1ccc(C)o1)N(Cc1ccccc1)C(=O)Cn1nnc2ccccc21 (stereo not given),-2.5,-15.8,-13.2,0.4,-1.2,0.8,1.1,4.2,-1.6
Cc1ccc(C)c(-c2csc(N)c2C(=O)OC(C)C)c1,62.9*,-20.3,20.9,-6.7,-2.0,-0.1,-2.1,-0.6,1.1
COc1ccc(C(=O)CC(=O)c2ccccc2O)cc1OC,-47.2,-0.7,-55.2,0.4,-1.0,0.0,-0.2,0.3,0.3
CN(Cc1nc(-c2cnccn2)no1)CC1CCN(Cc2ccccc2)CC1,-28.4,-10.4,-14.2,-2.6,0.6,0.0,0.0,1.2,0.3
OCC1(CO)COC2(CCCC2)N1,10.5&22.5,-5.9&7.7,-16.0&-22.2,-0.4&-3.5,0.2&-0.9,1.1&0.1,0.6&1.6,4.7&-3.9,1.1&0.8
Cc1cc2ccccc2c(=O)n1CC(=O)NCC(=O)N(C)C1CCCCC1,-27.2,2.2,-0.9,2.1,-1.3,0.3,0.6,9.3,-0.8
Cc1cccc(C(=O)N(C)c2nnc(-c3ccncc3)s2)c1,nt,-24.3,nt,-4.7,0.5,0.8,-1.0,-0.4,-0.1
O=C(COC(=O)CCCN=C1NS(=O)(=O)c2ccccc21)NC(=O)NC1CCCC1,15.1,-3.6,-19.0,-0.4,1.2,0.4,-1.5,4.3,1.6
CCOC(=O)C1=C(C)NC(C)=C(C(=O)OCC)C1c1ccc([N+](=O)[O-])s1,11.0,4.0,17.9,-1.2,-2.8,-0.8,-1.4,0.1,-0.7
CCc1nc(NCCc2ccccn2)c2nnn(Cc3ccccc3F)c2n1,22.3,-10.6,-3.1,3.7,0.4,-0.3,-0.1,13.8,-0.8
CC(=O)Nc1ccc(Nc2nc(-c3ccccc3)nc3ccccc23)cc1,-62.7,2.6,3.4,2.1,-0.9,0.9,3.4,2.5,1.3
O=P(O)(CN1CCCCCC1)C1Cc2ccccc2C1,4.2,-5.9,5.8,-3.8,0.1,0.1,-0.2,5.1,1.3
COC(=O)c1ccc2nc(Nc3nc4ccc(F)cc4s3)sc2c1,-7.3,-2.5,-145.8,-2.3,5.1,-0.3,-0.9,2.4,1.3
CCc1ccc(C(=O)COC(=O)c2nn(C)c(=O)c3ccccc23)cc1,17.3,-4.8,27.2,-1.8,-0.8,0.6,0.4,5.3,1.7
NS(=O)(=O)c1cc2c(cc1Cl)NC(C(Cl)Cl)NS2(=O)=O (stereo not given),16.8&32.2,-16.0,-14.5,1.9,1.2,0.7,0.3,9.1,0.3
O=C(c1ccccc1)C(CCC(CN1CCOCC1)C(=O)c1ccccc1)CN1CCOCC1 (stereo not given),8.9,22.4,-17.5,44.2*,-2.9,0.4,0.3,4.3,-1.3
CCc1ccc(NC(=O)CC2C(=O)N(c3ccc(C)cc3)C(=O)N2C2CC2)cc1 (stereo not given),-17.2,-0.3,39.5,-1.9,0.8,0.7,0.0,2.5,-1.3
Cc1c(NC(=O)CCSc2ccc(Cl)cc2)c(=O)n(-c2ccccc2)n1C,-11.9,6.7,-3.8,0.6,0.6,0.6,-0.5,3.0,-0.4
COc1ccc(NC(=O)c2cc(=O)[nH]c(=O)[nH]2)cc1S(=O)(=O)Nc1ccccc1Cl,-5.4,6.8,-12.9,3.6,0.8,0.9,1.7,8.4,-0.6
Cc1ccc(C)c(NC(=S)c2nc3ccccc3s2)c1,34.7,-17.8,4.6,-2.2,1.4,1.0,-0.8,3.7,0.3
O=C(COC(=O)c1cc[n+]([O-])cc1)NCC12CC3CC(CC(C3)C1)C2,2.2,-18.2,23.6,-3.0,-1.3,0.9,1.1,4.7,2.2
O=C1C2C3C=CC(C4CC34)C2C(=O)N1/N=C/c1c[nH]c2ccccc12 (stereo not given),-16.3,8.9,0.5,1.0,1.0,1.2,0.2,10.0,1.2
CC(C)CNC(=O)C1c2ccccc2Oc2ccccc21,5.7,-12.1,-20.1,-1.4,1.3,-0.2,-2.7,5.7,0.5
O=C(CSc1ncn(-c2ccccc2)n1)Nc1nc(-c2ccccc2)cs1,-58.0,1.0,-13.6,-0.8,-1.2,-0.1,-0.5,-1.9,0.1
Oc1ccccc1N=Nc1ccccc1O,-35.1,-8.9,67.9*,6.1,0.3,-0.7,1.3,2.6,0.7
C=CCNC(=O)c1onc(CSc2cccc(C)c2)c1C(=O)O,0.3,-9.0,-12.7,-1.6,2.7,0.8,0.1,0.8,2.3
CC1CCCC(C)N1C(=O)COc1ccccc1F (stereo not given),-10.6,-8.4,24.5,0.4,0.9,-0.1,-0.5,-0.9,-0.5
O=C(NCCN1CCCCCC1)C1CCN(S(=O)(=O)N2CCOCC2)CC1,6.7,0.1,-12.7,-5.7,0.3,-0.4,0.9,-2.9,0.5
CCCC(=N)C1=C(O)CC(CC(C)SCC)CC1=O (stereo not given),5.6,-13.6,2.5,-3.8,0.2,0.8,0.2,4.4,0.2
CC1CCN(CC(=O)Nc2cccc(C(=O)Nc3cccc(C(F)(F)F)c3)c2)CC1,-34.5,-8.1,25.1,2.0,-0.1,0.8,1.0,9.4,-0.9
CCOC(=O)c1cnc(SC)nc1NCCOC,-17.5,-4.3,9.6,-1.4,-0.3,0.7,-0.3,-0.9,1.2
CCCn1nc(NC(=O)c2ccncc2)c2cc3ccccc3nc21,1.1,-21.5,-43.2,2.8,0.7,-1.1,0.7,5.3,-2.0
CCCCCCNC(=O)C(C#N)c1nc2ccccc2nc1N1CCCC1 (stereo not given),30.7,-21.9,-48.1,3.7,1.0,-0.4,-1.8,1.3,-1.3
CC(C)CC(c1nnnn1C1CCCCC1)N1CCN(c2ncccn2)CC1 (stereo not given),-7.0,0.1,24.6,2.4,-0.2,0.4,-0.1,3.6,-0.5
Nc1nc(Cl)nc2c1ncn2[C@H]1C[C@H](O)[C@@H](CO)O1,-5.1,-11.2&22.4,6.8&6.9,101.4*,0.4&-0.4,0.4&0.5,1.3&1.7,95.0*,0.9&1.5
CCCCCn1c(CN2CCN(CCO)CC2)nc2c1c(=O)n(C)c(=O)n2C,26.6,-1.3,7.6,4.6,-2.4,0.8,0.8,4.0,-0.3
CCC(c1nc2ccccc2c(=O)n1CCN1CCOCC1)N1C(=O)c2ccccc2C1=O (stereo not given),23.9,-3.2,3.9,4.8,3.0,1.0,-0.3,7.3,-1.9
Cc1ccc(C(=O)NCC(=O)OCC(=O)c2ccc(C)c([N+](=O)[O-])c2)cc1,7.5,-18.2,-10.0,-1.5,-1.2,-0.3,-1.3,2.1,1.0
COCCOc1cc(-n2ccnc2SC)c(Cl)cc1Cl,21.1,-16.0,-59.1,-2.8,-0.5,0.3,1.6,5.6,0.6
COC(=O)c1scc(S(=O)(=O)C(C)(C)C)c1-n1cccc1,-15.8,1.3,-16.4,-1.2,0.1,1.0,-1.1,-1.0,1.7
C/C(CCc1ccc2c(c1)OCO2)=N\N=C(/N)SC1CC(=O)N(c2ccc(Cl)cc2)C1=O (stereo not given),-14.7,13.2,-179.1,0.7,0.3,0.9,-2.9,4.8,2.2
COc1cccc(-n2c(N)c(C(=O)Nc3c(C)n(C)n(-c4ccccc4)c3=O)c3nc4ccccc4nc32)c1,-16.0,0.8,-75.0,-3.6,-0.2,0.1,0.5,6.6,-1.1
CC(/C=C1\SC(=S)N(NC(=O)c2ccccc2C)C1=O)=C\c1ccccc1,36.4,-6.5,-27.0,0.9,3.3,1.0,0.1,5.1,0.7
Cc1ccc(NC(=O)CN2CCC(NC(=O)C3CCCCC3)CC2)c(Br)c1,-10.2&0.2,-9.6,0.1,0.2,-1.4,0.7,1.2,4.8,1.4
CCc1cc(C(=O)Cc2cnn(-c3ccccc3)c2)c(O)cc1O,8.9,-1.3,-23.6,0.8,0.8,-0.2,-1.4,1.9,0.7
CCOC(=O)C1=C(C)N(c2nonc2NC(C)=O)C(N)=C(C#N)C1c1ccccc1F (stereo not given),8.3,13.1,17.9,-0.8,1.4,-0.7,0.8,4.8,0.6
COc1ccc(NC(=O)CCCSc2ccccc2)cc1,-36.2,-8.9,-11.3,1.2,0.7,0.2,-1.1,3.1,1.0
CCOC(=O)N1CCN(CC(=O)Nc2ccc(F)c(F)c2)CC1,-26.2,-11.5,5.5,5.4,3.0,0.7,0.4,10.3,1.2
CCCCCCCCNC(=O)c1cnccn1,4.0,-23.5,0.9,0.8,0.8,0.8,0.6,3.4,0.8
COC(=O)c1ccc(C(=O)OC)c(NC(=O)COC(=O)c2ccccc2OC)c1,-9.8,-12.4,19.6,4.5,0.8,0.9,1.2,7.5,0.8
COc1ccc(Cc2nnc(SCC(=O)N3CCCC3)o2)cc1,6.8,-1.8,14.5,2.5,0.8,0.4,1.0,5.0,-0.1
Cc1ccn2c(c1)nc(=S)n2C(=O)c1ccco1,32.6,12.5,-17.3,2.7,-1.4,0.6,0.5,6.2,0.0
CC1CCC(C(C)C)C(OC(=O)COC(=O)c2cc(O)ccc2N)C1 (stereo not given),43.3,-5.6,-14.6,2.0,2.6,-0.6,-1.0,5.2,0.9

# Single records, as listed above. Screens in order: EP2 modulator, S1P4 antagonist, m-calpain inh, Ba/F3 V617F tox, S1P4 ag, TRPML3 ag, TRPN1 ag, BaF3 tox, PERK inh
# Cc1ccc(NC(=O)CN2CCC(NC(=O)C3CCCCC3)CC2)c(Br)c1 is listed as -10.2&0.2, -9.6, 0.1, 0.2, -1.4, 0.7, 1.2, 4.8, 1.4
# CCCCCCCCNC(=O)c1cnccn1 is listed as 4.0, -23.5, 0.9, 0.8, 0.8, 0.8, 0.6, 3.4, 0.8
# CCOC(=O)C1=C(C)N(c2nonc2NC(C)=O)C(N)=C(C#N)C1c1ccccc1F (stereo not given) is listed as 8.3, 13.1, 17.9, -0.8, 1.4, -0.7, 0.8, 4.8, 0.6
# COc1ccc(NC(=O)CCCSc2ccccc2)cc1 is listed as -36.2, -8.9, -11.3, 1.2, 0.7, 0.2, -1.1, 3.1, 1.0
